TNF necrop inh: inhibitors of TNF-alpha triggered necroptosis, primary screen, cell-based, Jurkat FADD-/-, single concentration | hit rate 0.068% among 220,000 | activation (protection from cell death), % at 10 µM | Jurkat FADD-/- TNF necroptosis rescue, ATP luminescence, 24 h; 0 = TNF only, 100 = no-TNF cells | AID 463075, 2010;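 active = activation, meaning protection from cell death, of at least 50% relative to plate controls; inactive = activation below 50%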;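 note: necroptosis triggered by 40 ng/mL TNF-alpha added together with compound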
Wee1 stabilizer: Wee1 degradation inhibitors, primary screen, cell-based, HeLa, Wee1K328M-luciferase, luminescence; Wee1-like protein kinase (Homo sapiens), P30291; HeLa Luc-Wee1K328M stability; 100% = proteasome inhibitor MG132 effect; reporter increase, % at 5 µM; hit rate 1.2% among 220,000; AID 1321, 2008;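 active = activation above the mean of all tested compounds plus 3 SD, set per screening run, cut at about 8.8% in these data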;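 note: cells exposed to compound for 20 h before luminescence read; 0% = DMSO alone and 100% = MG132 at 30 µM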
CHOP inh: inhibitors of CHOP promoter induction, primary screen, cell-based, unfolded protein response, luciferase reporter | hit rate 3.8% among 220,000 | inhibition, % at 10 µM | CHO-K1 CHOP-promoter luciferase, tunicamycin-induced, 15-18 h;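 active = compounds that reduced the stress-induced luciferase reporter signal by more than about 70% of percent inhibition, limit read from the data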;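 note: 0% = tunicamycin plus vehicle and 100% = wells without tunicamycin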
FXIa inh: human FXIa protease inhibitors, primary screen, biochemical, 1536-well | Coagulation factor XI (Homo sapiens), P03951 | purified FXIa, Boc-Glu-Ala-Arg-AMC fluorogenic substrate | inhibition, % at 5 µM | hit rate 0.14% among 220,000;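 active = inhibition of at least 40%; inactive = inhibition below 40%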;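 note: fluorescence of freed AMC excited at 355 nm; 0% = enzyme without compound and 100% = no enzyme blank; many of its hits are not listed in these tables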
TbHK1 inh: Trypanosoma brucei hexokinase 1 inhibitors, primary screen, biochemical, G6PDH-coupled NADH absorbance, MLSCN library; recombinant TbHK1, G6PDH-coupled NADH A340; hit rate 0.11% among 220,000; inhibition, % at 10 µM; hexokinase 1 [Trypanosoma brucei];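 active = inhibition of 50% or more in the single-dose primary screen; inactive = inhibition below 50%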
PGE2 EP2 inh: human EP2 receptor antagonists, primary screen, TR-FRET cAMP, C6 glioma cells. Prostaglandin E2 receptor EP2 subtype (Homo sapiens), P43116. C6 glioma cells expressing human EP2; cells stimulated with saturating PGE2. hit rate 0.52% among 260,000. inhibition, % at 25 µM;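 active = percent inhibition above 40 after rounding to a whole number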;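 note: rat C6 glioma host cells with rolipram phosphodiesterase inhibitor present; the protocol text gives 20 µM as final concentration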
PPC-1+TRAIL kill: compounds killing PPC-1 cancer cells with TRAIL present, primary screen, TRAIL potentiator project, ATPLite luminescence, uHTS; PPC-1 cells + TRAIL, ATPLite viability luminescence; hit rate 0.41% among 220,000; cell killing (% activity), % at 4 µM;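 active = cell killing above 50% in the first pass at 4 µM, then a duplicate retest at 5 µM averaging 50% or more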;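 note: plate controls were cells with TRAIL plus DMSO for no effect and medium-only wells lacking cells for full effect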
L929 necroptosis: inhibitors of zVAD-triggered necroptosis, primary screen, L929 cells; L929 zVAD necroptosis rescue, ATP luminescence, 24 h; with zVAD 60 µM; viability rescue, % at 10 µM; hit rate 0.38% among 220,000;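 active = activation, scaled between plate controls, above about 75%, limit read from the data; inactive = activation under that limit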;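 note: 0% = zVAD with DMSO and 100% = DMSO alone without zVAD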
FXIIa inh 1536: human FXIIa protease inhibitors, primary screen, biochemical, 1536-well; Coagulation factor XII (Homo sapiens), P00748; purified FXIIa, Boc-QGR-AMC fluorogenic substrate, 2 h; inhibition, % at 5 µM; hit rate 0.3% among 220,000; AID 800, 2007; in the data active = inhibition above about 40%;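 note: 0% = enzyme with no compound and 100% = blank without enzyme; many of its hits are not listed in these tables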
Target sequence (P00748 20-372 limits assumed): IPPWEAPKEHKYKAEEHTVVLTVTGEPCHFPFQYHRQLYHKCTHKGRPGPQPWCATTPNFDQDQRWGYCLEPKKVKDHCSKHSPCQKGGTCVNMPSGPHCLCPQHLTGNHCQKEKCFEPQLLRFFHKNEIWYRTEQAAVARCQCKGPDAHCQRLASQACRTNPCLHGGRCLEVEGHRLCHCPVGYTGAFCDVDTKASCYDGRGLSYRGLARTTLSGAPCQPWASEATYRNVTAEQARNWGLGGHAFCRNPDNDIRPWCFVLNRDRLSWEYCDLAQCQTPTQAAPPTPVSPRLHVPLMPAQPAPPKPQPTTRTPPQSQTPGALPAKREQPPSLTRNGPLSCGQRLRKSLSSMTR
Target sequence (P00748 373-615 limits assumed): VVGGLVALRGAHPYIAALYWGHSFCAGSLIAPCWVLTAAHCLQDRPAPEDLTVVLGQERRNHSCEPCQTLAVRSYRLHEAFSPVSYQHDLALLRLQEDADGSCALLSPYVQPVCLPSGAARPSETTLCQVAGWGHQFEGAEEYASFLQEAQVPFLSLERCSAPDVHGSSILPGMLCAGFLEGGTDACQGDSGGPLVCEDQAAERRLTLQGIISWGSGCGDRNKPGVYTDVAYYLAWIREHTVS
The depositor's hits bear a star; / = no result given. An excerpt; rates above refer to the full screens.

SMILES	TNF necrop inh	Wee1 stabilizer	CHOP inh	FXIa inh	TbHK1 inh	PGE2 EP2 inh	PPC-1+TRAIL kill	L929 necroptosis	FXIIa inh 1536
N#Cc1nc(-c2cccs2)oc1N1CCOCC1	-1.1	0	10	-2	-27	11	12	0.3	1
Cc1ccc(O)c(C2=Nc3ccccc3N=C(c3ccc([N+](=O)[O-])cc3)C2)c1	-1.2	-2	-17	23	-6	2	22	-0.8	19
COCCOC1CCN(Cc2cn(Cc3ccccc3)nc2-c2cc3ccccc3o2)CC1	4.6	-6	24	0	3	4	/	-1.1	11
CCOC(=O)c1ccc2[nH]c3c(c2c1)CCCC3C(=O)OCC (stereo unspecified)	2.8	-2	60	0	2	17	-12	75*	-11
N#CC1=C(N)Oc2cc3ccccc3cc2C1c1cccs1 (stereo unspecified)	-13	4	49	-3	0	13	-4	0.1	6
COc1cc(NS(C)(=O)=O)c(OC)cc1NC(=O)c1cccc(F)c1	-0.9	-1	16	-2	-3	5	-2	0.4	-10
COc1cccc(/C=C/C(=O)Oc2ccc(C(=O)c3ccc(F)cc3)cc2)c1	1.8	1	34	4	-1	8	0	-0.6	10
Cc1cc2nc(/C=C/c3nc4cc(C)c(C)cc4[nH]3)[nH]c2cc1C	4.4	-2	10	-9	-44	15	8	0.7	0
COc1ccc(Nc2nc(-c3cccs3)cs2)c(OC)c1	1.6	8	-4	6	0	5	-4	0.7	8
COC(=O)c1c(-c2ccncc2)csc1NC(=O)c1ccoc1C	-4.0	0	28	-4	-3	5	16	0.1	3
CCOC(=O)N1CCN(C(=O)Cc2cccs2)CC1	0.9	7	49	-16	-1	10	7	1.0	10
CN(C)S(=O)(=O)c1cccc(NC(=O)NCCCl)c1	2.6	5	4	-1	-5	6	-4	0.6	1
Cc1ccc(/C(N)=N/OC(=O)c2ccc(F)cc2)cc1	-3.3	2	26	-11	0	6	9	-0.1	-10
CCN(CC)c1nc2ccccc2[nH]c1=O	0.3	-2	-7	-2	-35	13	-8	2.6	7
O=C(C1=C[C@H](c2ccccc2)C[C@H](OCc2ccc(CO)cc2)O1)N1CCN(Cc2ccccc2)CC1	1.8	-2	11	-4	-11	5	2	-0.2	7
Cn1c(CN2CCN(CCO)CC2)c(C#N)c2ccccc21	4.1	-3	11	-7	-4	4	12	0.4	1
Cc1nnc(NC(=O)CSc2nnc(CNC(=O)C34CC5CC(CC(C5)C3)C4)n2C2CCCCC2)s1	-0.5	1	53	1	-6	10	-1	-0.1	9
O=C(N/N=C/c1ccc(OCc2ccccc2)cc1)c1cccs1	-1.1	-1	66	-9	-19	8	13	0.0	0
Cc1cc(Cl)c(OCCCN2CCCCC2)c(Br)c1	9.0	-2	3	5	2	10	24	-0.4	11
CN(C(=O)c1cccc(N2C(=O)C3CC=CCC3C2=O)c1)C1CCCCC1 (stereo unspecified)	-0.3	2	9	2	-1	8	/	0.7	12
C=CCn1c(N)cc(=O)nc1SCC(=O)N1CCN(c2ccc(F)cc2)CC1	-0.4	0	23	5	-3	8	16	0.1	17
O=C(Cn1nc(C(F)F)cc1C(F)F)N/N=C/c1ccc2c(c1)OCO2	-2.8	0	19	-1	-8	7	14	0.1	14
Cc1ccc(OCCSCc2nnc(NC(=O)Nc3cccc(Cl)c3)s2)cc1	2.7	0	83*	5	31	7	32	2.7	11
C[C@H](NC(=O)Nc1cccc(C(F)(F)F)c1)C(=O)O	-0.2	-1	-23	7	5	10	2	0.4	13
CCOC(=O)c1ccc(NC(=O)Nc2ccon2)cc1	-21	3	-6	1	-3	18	-5	-0.3	8

Three compounds from above, ordered by count of non-hydrogen atoms, falling:
SMILES	TNF necrop inh	Wee1 stabilizer	CHOP inh	FXIa inh	TbHK1 inh	PGE2 EP2 inh	PPC-1+TRAIL kill	L929 necroptosis	FXIIa inh 1536
COc1cccc(/C=C/C(=O)Oc2ccc(C(=O)c3ccc(F)cc3)cc2)c1	1.8	1	34	4	-1	8	0	-0.6	10
CN(C(=O)c1cccc(N2C(=O)C3CC=CCC3C2=O)c1)C1CCCCC1 (stereo unspecified)	-0.3	2	9	2	-1	8	/	0.7	12
O=C(N/N=C/c1ccc(OCc2ccccc2)cc1)c1cccs1	-1.1	-1	66	-9	-19	8	13	0.0	0

Full records, quoted from the list. Values in the order: TNF necrop inh | Wee1 stabilizer | CHOP inh | FXIa inh | TbHK1 inh | PGE2 EP2 inh | PPC-1+TRAIL kill | L929 necroptosis | FXIIa inh 1536
COCCOC1CCN(Cc2cn(Cc3ccccc3)nc2-c2cc3ccccc3o2)CC1 is entered as 4.6 | -6 | 24 | 0 | 3 | 4 | / | -1.1 | 11
O=C(C1=C[C@H](c2ccccc2)C[C@H](OCc2ccc(CO)cc2)O1)N1CCN(Cc2ccccc2)CC1 is entered as 1.8 | -2 | 11 | -4 | -11 | 5 | 2 | -0.2 | 7
O=C(N/N=C/c1ccc(OCc2ccccc2)cc1)c1cccs1 is entered as -1.1 | -1 | 66 | -9 | -19 | 8 | 13 | 0.0 | 0
CCOC(=O)c1ccc(NC(=O)Nc2ccon2)cc1 is entered as -21 | 3 | -6 | 1 | -3 | 18 | -5 | -0.3 | 8
Cc1ccc(O)c(C2=Nc3ccccc3N=C(c3ccc([N+](=O)[O-])cc3)C2)c1 is entered as -1.2 | -2 | -17 | 23 | -6 | 2 | 22 | -0.8 | 19

Additional results.
SMILES	TNF necrop inh	Wee1 stabilizer	CHOP inh	FXIa inh	TbHK1 inh	PGE2 EP2 inh	PPC-1+TRAIL kill	L929 necroptosis	FXIIa inh 1536
O=C(NNC1=NCCC1)c1cccc(S(=O)(=O)N2CCCC2)c1	2.4	0	17	5	27	5	3	0.6	3
OCC1CCCN(C(=S)Nc2ccc(OC(F)F)cc2)C1 (stereo unspecified)	1.0	1	-14	6	-16	4	11	0.2	4
CSc1ccccc1NC(=O)CN1CCCCC1C (stereo unspecified)	1.5	-3	6	-3	-1	9	10	0.6	-1
CCOC(=O)N1CCN(C(c2cccnc2)c2ccc3cccnc3c2O)CC1 (stereo unspecified)	-5.2	3	-58	-6	2	20	2	0.1	13
COC(=O)c1cc(Br)c(=O)n(Cc2cccnc2)c1	0.8	-2	25	5	-2	21	-11	1.0	21
Cc1cccc(CCNC(=O)CN(C)S(=O)(=O)c2ccc3c(c2)c(=O)n(C)c(=O)n3C)c1	-2.5	3	0	-7	-16	15	8	0.3	3
Cc1ccc(-c2nc(C3CCN(S(=O)(=O)c4ccc(C(F)(F)F)cc4)CC3)no2)cc1	1.1	-1	16	-14	1	11	16	1.9	-15
CCOc1ccc(N(CC(=O)NCc2ccccc2)S(=O)(=O)c2c(C)noc2C)cc1	0.4	1	37	2	-4	13	0	0.4	10
COc1ccccc1NC(=O)Cc1coc2cc(C)ccc12	0.5	-1	-11	-4	-1	4	13	0.3	-8
COc1ccc(NC(=O)CCC(=O)OCc2ccc([N+](=O)[O-])cc2)cc1	-0.8	1	8	-6	2	3	-2	1.4	-4
Cc1cc(=O)n2[nH]c(C)cc2n1	-0.5	-3	4	0	3	2	-9	0.8	6
CN(C)CCOC(=O)CCc1ccccc1	-0.5	-2	32	-3	3	11	6	0.1	-2
O=C(COc1ccc([N+](=O)[O-])cc1)Nc1ccncc1	-0.1	3	-4	6	-3	2	3	0.7	12
CC1=C(C#N)C2C(/C1=N/O)C2(C)C (stereo unspecified)	-2.7	1	4	4	3	13	-14	0.8	-6
COc1ccc(N2C(=O)C3CCCN3C2c2cccc(Br)c2)cc1 (stereo unspecified)	0.8	-2	19	-2	-10	7	19	0.0	5
COc1ccc(-c2cc3nc4n(c(=O)c3s2)CCC4)cc1	-0.8	-4	46	-23	-31	7	-11	0.1	-48
Cc1ccc(C(C)C)c(OCC(=O)N/N=C/c2ccc(S(=O)(=O)O)o2)c1	1.7	-3	14	1	-4	0	18	-0.7	7
O=C(O)CCCCCNC(=O)c1ccccc1Br	-0.4	0	25	0	2	26	11	0.6	5
CC(C)(C)c1ccc(OCCCC(=O)N2CCOCC2)cc1	1.1	3	-4	6	-6	10	3	15	12
C/C(=N\NC(=O)c1cccc([N+](=O)[O-])c1)c1cccc(NC(=O)C2CC2)c1	1.6	2	-3	-2	0	7	8	25	4
Cc1ccc2c(c1)Oc1ccccc1C=C2C(=O)O	0.4	-3	-13	-7	3	11	7	3.8	-4
CCOC(=O)Cn1nnnc1C(CC)N(Cc1cccs1)Cc1cc2cc(C)ccc2[nH]c1=O (stereo unspecified)	0.1	0	-2	-4	0	12	12	0.5	2
C=CCOC(=O)CC(NC(=O)c1ccccc1)c1ccccc1 (stereo unspecified)	-1.7	0	14	5	6	4	20	0.1	16
Cc1c2cnn(-c3ccccc3)c(=O)c2c(C)n1CCCC(=O)NCCN1CCN(C)CC1	2.1	-3	-1	-1	-8	4	20	0.7	11
Cc1cccc2cc(C3CC(c4cccs4)=NN3S(C)(=O)=O)c(Cl)nc12 (stereo unspecified)	0.0	0	20	-2	-13	9	16	0.9	10
O=C(O)CC(O)C(=O)O (stereo unspecified)	1.6	2	10	-10	-1	12	21	2.5	1

From PubChem BioAssay
